MPTP inh – blocks calcium-induced mitochondrial swelling; isolated mouse mitochondria, Ca2+ swelling absorbance, 30 min; inhibition, % at 10 µM; 360,000 compounds, 1.4% hits; AID 602449;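 active means inhibition of 50% or more, scaled per plate between neutral and stimulator controls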;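 further: 0% = DMSO wells given calcium and 100% = 1 mM EGTA wells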
CCR6 antagonist – antagonists of human CCR6 receptor; 340,000 compounds, 0.49% hits; CHO-K1 CCR6 PathHunter beta-arrestin, luminescence, CCL20-stimulated; inhibition, % at 20 µM; P51684;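 active means compounds whose inhibition of the agonist-driven luminescence signal at 20 µM reaches about 50%, limit read from the data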;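 further: cells stimulated with CCL20 at 14 nM final; plate controls were DMSO with CCL20 for no effect and DMSO without agonist for full effect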
Target sequence (P51684 whole entry, looked up): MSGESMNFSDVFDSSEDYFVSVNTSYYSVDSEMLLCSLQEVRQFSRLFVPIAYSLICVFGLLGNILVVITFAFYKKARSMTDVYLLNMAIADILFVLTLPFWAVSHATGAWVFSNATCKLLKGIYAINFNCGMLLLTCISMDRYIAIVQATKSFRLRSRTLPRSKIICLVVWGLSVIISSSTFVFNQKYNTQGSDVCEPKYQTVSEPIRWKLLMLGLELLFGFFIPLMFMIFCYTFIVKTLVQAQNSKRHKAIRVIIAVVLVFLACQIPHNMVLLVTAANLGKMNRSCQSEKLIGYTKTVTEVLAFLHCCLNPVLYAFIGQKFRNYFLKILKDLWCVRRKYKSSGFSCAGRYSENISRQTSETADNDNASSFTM
CXCR6 block – inhibitors of human CXCR6 receptor. O00574. CHO-K1 PathHunter CXCR6 beta-arrestin, luminescence. inhibition, % at 20 µM. 360,000 compounds, 0.36% hits; in the data active means inhibition above about 34%, passing the limit was not always enough;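 further: antagonist mode with CXCL16 agonist at 10 nM final; 0% = 10 nM CXCL16 with DMSO and 100% = unstimulated wells without agonist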
EBI2 antag – blocks human EBI2 receptor beta-arrestin signaling; P32249; EBI2 beta-arrestin recruitment, luminescence, 7a,25-OHC stimulated; inhibition, % at 5 µM; 360,000 compounds, 0.81% hits; in the data active means inhibition above about 38%;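 further: enzyme fragment complementation signal reports receptor beta-arrestin coupling in cells; 0% = agonist plus DMSO wells and 100% = wells without agonist; some results beyond the cut were filed as inactive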
APOBEC3G inh – inhibitors of human APOBEC3G DNA deaminase; Q9HC16; recombinant A3G, ssDNA deamination FAM/TAMRA fluorescence; inhibition, % at 20 µM; 330,000 compounds, 0.28% hits; AID 493012;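 active means inhibition of at least 40% at 20 µM, with no more than 30% in the related APOBEC3A deaminase screen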;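 further: plate controls were DMSO wells with A3G for no effect and wells lacking A3G enzyme for full effect; some compounds called inactive have numbers as strong as hits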
Target sequence (Q9HC16 whole entry, looked up): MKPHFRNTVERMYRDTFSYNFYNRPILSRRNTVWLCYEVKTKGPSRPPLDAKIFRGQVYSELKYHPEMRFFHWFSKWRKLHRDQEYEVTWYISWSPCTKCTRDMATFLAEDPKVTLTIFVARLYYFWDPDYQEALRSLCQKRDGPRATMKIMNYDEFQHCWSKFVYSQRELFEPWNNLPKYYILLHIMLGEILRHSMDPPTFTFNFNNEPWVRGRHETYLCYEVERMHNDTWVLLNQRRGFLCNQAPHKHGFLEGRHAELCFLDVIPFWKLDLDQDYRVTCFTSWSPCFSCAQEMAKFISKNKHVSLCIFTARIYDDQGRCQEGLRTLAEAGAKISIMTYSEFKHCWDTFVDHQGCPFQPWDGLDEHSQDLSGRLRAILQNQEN
A3A deaminase – inhibitors of human APOBEC3A DNA deaminase. 330,000 compounds, 0.41% hits. inhibition, % at 20 µM. AID 493011. recombinant A3A, FAM/TAMRA ssDNA deamination fluorescence. P31941;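 active means at least 40% inhibition at 20 µM here, with at most 30% in a related deaminase screen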;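 further: plate controls were A3A with DMSO for no effect and wells lacking A3A enzyme for full effect; some results filed as inactive read as strong as hits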
Target sequence (P31941 whole entry, looked up): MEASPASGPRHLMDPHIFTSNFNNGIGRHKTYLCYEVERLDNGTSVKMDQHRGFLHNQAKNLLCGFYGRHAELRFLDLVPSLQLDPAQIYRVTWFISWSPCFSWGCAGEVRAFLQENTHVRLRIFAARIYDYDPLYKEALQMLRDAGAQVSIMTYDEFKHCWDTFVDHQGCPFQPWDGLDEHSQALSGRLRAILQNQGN
GRIN3A LBD mod – modulators (binders) of human NR3A ligand-binding domain. NR3A LBD differential scanning fluorimetry, Tm shift; 0% = protein alone, 100% = glycine-bound protein. Tm shift relative to glycine control, % at 25 µM. 340,000 compounds, 2.5% hits. AID 1259313;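 active means melting temperature shift of at least 10% of the positive control shift, at one fixed dose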
Gli-Sufu block – blocks Gli-Sufu signaling in a luciferase reporter. AID 588413. inhibition, % at 5 µM. 340,000 compounds, 0.74% hits. Sufu-KO-LIGHT fibroblasts, Gli luciferase reporter luminescence;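 active means inhibition above about 55%, limit read from the data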;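 further: 0% = DMSO-treated cells and 100% = wells with medium but no cells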
Starred values were filed as active, the others as inactive.

No.	Structure	MPTP inh	CCR6 antagonist	CXCR6 block	EBI2 antag
1	CN1CCN(c2ccc(Cl)cc2NC(=O)CC2OC(=O)c3ccccc32)CC1 (stereo not given)	-2.0	8	8	-5
2	Cc1noc(C)c1COc1ccc(C(=O)N2CCN(c3ccccn3)CC2)cc1	0.4	6	-2	-15
3	O=C(NC1CCCCCC1)c1cc(S(=O)(=O)N2CCC3(CC2)OCCO3)ccc1F	-1.5	7	-1	-2
4	COc1ccc(CCNS(=O)(=O)c2cc(/C=C/C(=O)O)ccc2C)cc1OC	0.0	-11	6	-14
5	O=C(CN1C(=O)C(=O)c2ccccc21)c1ccccc1	0.5	22	1	4
6	CCOc1ccc(S(=O)(=O)N2CCCC(C(=O)NCC3CCCO3)C2)cc1Cl (stereo not given)	0.1	3	-4	-7
7	Cc1ccc(NC(=O)CN2C(=O)NC(Cc3ccccc3)C2=O)cc1 (stereo not given)	-2.1	-6	9	-14
8	CC(=O)Cc1nsc(NC(=O)c2ccc(-c3ccc(Cl)c(Cl)c3)o2)n1	16	13	-2	3
9	COc1ccc(S(=O)(=O)Nc2ccc3oc(C)c(C(=O)O)c3c2)cc1	-1.0	0	1	-7
10	CC1CCC/C(=N\NC(=O)Nc2ccccc2)C1 (stereo not given)	0.8	9	-3	-6
11	CCCc1cc(=O)oc2c(CN(CC)CC)c(O)c(Cl)cc12	-0.8	1	-6	-12
12	O=C(COC(=O)c1sc2ccccc2c1Cl)Nc1ncc(Cl)cc1Cl	0.6	7	4	-1

No.	APOBEC3G inh	A3A deaminase	GRIN3A LBD mod	Gli-Sufu block
1	29	96*	1	15
2	-9	-1	2	-4
3	-6	-1	0	-11
4	-6	0	0	-4
5	-6	-2	0	6
6	-7	-1	1	-1
7	-2	9	4	2
8	-1	2	3	1
9	-2	0	1	4
10	-10	-3	-2	0
11	-5	0	-1	-15
12	-5	5	-4	-5

A second format for some results above.
Values run as follows: MPTP inh	CCR6 antagonist	CXCR6 block	EBI2 antag	APOBEC3G inh	A3A deaminase	GRIN3A LBD mod	Gli-Sufu block
1	CN1CCN(c2ccc(Cl)cc2NC(=O)CC2OC(=O)c3ccccc32)CC1 (stereo not given)
  -2.0	8	8	-5	29	96*	1	15
2	Cc1noc(C)c1COc1ccc(C(=O)N2CCN(c3ccccn3)CC2)cc1
  0.4	6	-2	-15	-9	-1	2	-4
3	O=C(NC1CCCCCC1)c1cc(S(=O)(=O)N2CCC3(CC2)OCCO3)ccc1F
  -1.5	7	-1	-2	-6	-1	0	-11
4	COc1ccc(CCNS(=O)(=O)c2cc(/C=C/C(=O)O)ccc2C)cc1OC
  0.0	-11	6	-14	-6	0	0	-4
5	O=C(CN1C(=O)C(=O)c2ccccc21)c1ccccc1
  0.5	22	1	4	-6	-2	0	6
6	CCOc1ccc(S(=O)(=O)N2CCCC(C(=O)NCC3CCCO3)C2)cc1Cl (stereo not given)
  0.1	3	-4	-7	-7	-1	1	-1
7	Cc1ccc(NC(=O)CN2C(=O)NC(Cc3ccccc3)C2=O)cc1 (stereo not given)
  -2.1	-6	9	-14	-2	9	4	2
8	CC(=O)Cc1nsc(NC(=O)c2ccc(-c3ccc(Cl)c(Cl)c3)o2)n1
  16	13	-2	3	-1	2	3	1
9	COc1ccc(S(=O)(=O)Nc2ccc3oc(C)c(C(=O)O)c3c2)cc1
  -1.0	0	1	-7	-2	0	1	4

Continued.
No.	Structure	MPTP inh	CCR6 antagonist	CXCR6 block	EBI2 antag
13	COc1ccc(C(C)=O)cc1COc1ccc(F)cc1	-3.5	6	-4	4
14	O=C(O)c1ccccc1NC(=O)C1C2C=CC(C2)C1C(=O)O (stereo not given)	1.2	3	4	5
15	CC(=NCCCn1ccnc1)C1=C(O)c2ccccc2C1=O	0.0	3	-1	0
16	C[C@H](NC(N)=O)C(=O)OCC(=O)Nc1ccc(OC(F)F)cc1	0.3	2	-1	15
17	CCCCNC(=O)c1ccc(CS(=O)(=O)c2ccc(OC)cc2)o1	-0.7	-8	6	7
18	CC(=O)Nc1ccccc1NC(=O)c1ccc(C)c(C)c1	-0.5	11	5	-1
19	CCOc1ccc(OCC(O)CN2CCc3ccccc3C2)cc1 (stereo not given)	0.6	-4	-7	15
20	Cc1ccc(N2C(=O)NC(NC(=O)c3ccc(Cl)cc3)(C(F)(F)F)C2=O)cc1 (stereo not given)	8.0	-5	3	-3
21	O=C(Cn1cc[n+](Cc2ccccc2)c1)c1ccc([N+](=O)[O-])cc1	-0.2	-10	-10	-15
22	CCOc1ccc(-c2cc(CCCC(=O)NCCc3ccccc3)no2)cc1	3.9	-3	5	0
23	O=C1CC(N2CCC(Cc3ccccc3)CC2)C(=O)N1CCc1ccccc1 (stereo not given)	-0.1	-8	-12	0
24	O=C(CN1CCN(Cc2ccccc2Cl)C1=O)NC1CCCCCCC1	-1.0	4	5	5

No.	APOBEC3G inh	A3A deaminase	GRIN3A LBD mod	Gli-Sufu block
13	-2	4	1	-4
14	-8	-7	2	25
15	-2	-1	-1	-1
16	-3	-2	-3	-7
17	-7	2	-2	-7
18	-2	3	0	-22
19	-2	-2	0	7
20	-8	-2	-7	2
21	-7	2	-2	33
22	-5	-5	-17	12
23	-5	2	0	0
24	0	0	-3	2

Further entries.
No.	Structure	MPTP inh	CCR6 antagonist	CXCR6 block	EBI2 antag
25	NC(=O)Cc1nc(-c2ccc([N+](=O)[O-])cc2)cs1	3.1	-10	-5	-8
26	COc1ccc(-n2nc([N+](=O)[O-])c(=NCc3cccnc3)n2O)cc1	2.4	-4	-8	-14
27	CCCn1c(=O)c2ccccc2n2c(SCC(=O)c3ccccc3)nnc12	1.0	9	1	11
28	CCN(CC)CCC(=O)NN	-1.9	-3	-7	-3
29	CCCC(=O)Nc1ccc(C(=O)N/N=C2\CC(=O)CC(C)(C)C2)cc1	0.8	-5	2	6
30	CCN(CC)CCCn1c2c(c(SCC(=O)Nc3nc(C)cs3)nc1=O)CCC2	-1.4	4	5	-15
31	CC(C)C(NC(=O)OCc1ccccc1)C(=O)OCC(=O)NCc1ccco1 (stereo not given)	-2.1	8	-9	-9
32	Cc1cccc(/C=C(\C(=O)C(=O)O)c2ccc3ccccc3n2)c1	-1.8	10	3	-5
33	Cc1ccc(N=c2sc(C)c(C)n2C)cc1	-1.1	28	1	-13
34	CC(C)CCSc1nc2c(c(=O)[nH]c(=O)n2C)n1CCc1ccccc1	5.5	-3	-3	7
35	COc1ccc(NC(=O)CS(=O)(=O)Cc2ccccc2)c([N+](=O)[O-])c1	-0.9	2	-3	-11
36	CC(C)(C)NC(=O)Cn1c(SCC(=O)NCc2cccs2)nc2ccccc21	-0.7	2	-5	-4

No.	APOBEC3G inh	A3A deaminase	GRIN3A LBD mod	Gli-Sufu block
25	-1	-2	-1	-11
26	-4	-1	-5	-1
27	0	-6	-7	6
28	-5	-2	2	-2
29	-4	-1	-5	-6
30	-6	0	1	7
31	2	7	1	-1
32	-2	2	-1	-93
33	1	-3	0	-52
34	1	5	-4	12
35	-1	4	5	-7
36	-6	-5	2	0

(list continues)
No.	Structure	MPTP inh	CCR6 antagonist	CXCR6 block	EBI2 antag
37	O=S(=O)(N1CCCCC1)N1CCN(CC(O)COc2ccc3cc(Br)ccc3c2)CC1 (stereo not given)	1.2	0	-13	90*
38	Cc1cc(C)cc(N(CC(=O)Nc2ccccc2)C2=NC3CS(=O)(=O)CC3S2)c1 (stereo not given)	-0.6	10	3	13
39	COc1cccc(/C=N/n2c(-c3cc(C)[nH]n3)n[nH]c2=S)c1OC	-0.1	3	3	-4
40	O=C(CN1CCN(c2ccccc2)CC1)Nc1ccc(F)cc1	-0.1	12	4	3
41	CCOc1ccc2nc(NC(=O)Nc3cccs3)sc2c1	-1.2	-6	-6	5
42	c1ccc(CN(Cc2ccccc2)c2ncnc3c2nnn3Cc2ccccc2)cc1	-0.5	18	4	25
43	CN(C)/C=N/c1ncc(C(=O)c2ccc(Cl)cc2)s1	0.4	0	2	3
44	COc1cc(OC)cc(C(=O)N2CCN(Cc3ccccc3[N+](=O)[O-])CC2)c1	-0.9	1	3	-7
45	O=C(NCCCn1ccnc1)c1csc2ccccc12	-0.9	15	-2	-37
46	CCOc1cc(S(=O)(=O)Nc2ccc(CC)cc2)ccc1Cl	5.1	-5	-11	-3
47	COc1cccc(NC(=S)NN=C2CCC(C(C)(C)C)CC2)c1 (stereo not given)	0.6	22	0	5
48	C/C(=N/O)c1c(O)c(C)c(-c2ccccc2)n(-c2ccccc2)c1=O	0.3	-4	-5	1

No.	APOBEC3G inh	A3A deaminase	GRIN3A LBD mod	Gli-Sufu block
37	-4	-1	-2	18
38	-2	-1	0	-7
39	43*	-3	0	2
40	-7	0	0	4
41	-9	-2	26*	-108
42	-4	-1	1	5
43	1	2	2	-25
44	-6	-2	-1	-2
45	-3	-1	-12	7
46	-8	-2	13*	11
47	-3	-8	-4	-3
48	7	3	5	3

Further compounds.
No.	Structure	MPTP inh	CCR6 antagonist	CXCR6 block	EBI2 antag
49	Clc1ccc(Cl)c(-c2nn3c(COc4ccccc4)nnc3s2)c1	-2.2	-4	4	53*
50	CCOC(=O)C1=C2SCCN2C(=O)C(C#N)C1(C)C (stereo not given)	0.1	4	-8	-11
51	O=C(Cc1c(Cl)cccc1Cl)Nc1cccc(S(=O)(=O)N2CCOCC2)c1	-0.3	10	0	0
52	CN(C(=O)c1ccco1)c1nc(-c2ccc(F)cc2)cs1	4.5	-12	8	14
53	O=C(COC(=O)c1ccccc1SCC(=O)N1CCCC1)NC1CCCCC1	-1.8	-2	-8	-12
54	Cc1ccc(NC(=O)COC(=O)[C@H](C)NC(N)=O)c(C)c1	-0.9	-4	-3	12
55	COc1cccc(NC(=O)C2CCCO2)c1 (stereo not given)	1.5	1	11	3
56	O=C(Cc1csc(NC(=O)Nc2cccc(Cl)c2)n1)NCc1cccnc1	-2.5	3	-8	-9
57	Cc1onc(-c2ccccc2Cl)c1C(=O)N1CC(C)OC(C)C1 (stereo not given)	-1.1	-3	-1	2
58	CCOC(=O)CSc1nc(N)nc(C)c1Br	-1.0	13	-1	1
59	Fc1cccc(Oc2nc3ccccc3n3cccc23)c1	3.6	12	6	5
60	CC1c2cc3c(cc2CCN1C(=O)c1ccc(Cl)cc1)OCCCO3 (stereo not given)	-1.9	23	4	9

No.	APOBEC3G inh	A3A deaminase	GRIN3A LBD mod	Gli-Sufu block
49	46*	7	1	9
50	-1	-2	1	-2
51	-3	0	1	0
52	15	-3	0	-62
53	-6	3	3	2
54	-8	1	0	-3
55	-6	-1	2	-36
56	-13	-3	-7	-17
57	-4	1	0	3
58	-7	-4	0	11
59	-3	2	-5	6
60	-5	-2	-1	-19

(listing goes on)
No.	Structure	MPTP inh	CCR6 antagonist	CXCR6 block	EBI2 antag
61	O=C(CSc1ccccc1Cl)c1ccco1	-0.4	12	-4	-4
62	COc1ccc2oc(=N)c(C(=O)Nc3ccc(C)cc3)cc2c1	3.6	13	-1	16
63	CCCC1(C(=O)OCC)NC(c2ccc(N(C)C)cc2)C2C(=O)N(c3ccccc3)C(=O)C21 (stereo not given)	-2.3	13	9	1
64	Cc1ccc(CN2CCc3c(OCc4ccc(F)cc4)cccc3C2=O)cc1	25	17	-6	16
65	COc1ccccc1CNS(=O)(=O)c1ccc(-c2cc(C)no2)cc1	0.9	20	-5	-2
66	CNC(=O)COC(=O)c1[nH]c(C)c(C(C)=O)c1C	-0.5	-21	-8	-2
67	CCOc1ccc(C2=Nn3cnnc3SC2)cc1	-0.1	-1	0	-16
68	Cc1ccc(C)c(C(=O)CCC(=O)NNC(=O)Cn2nc(C)cc2C)c1	-0.5	0	5	-19

No.	APOBEC3G inh	A3A deaminase	GRIN3A LBD mod	Gli-Sufu block
61	-5	-8	-1	5
62	-5	-4	-1	-29
63	-4	-3	-1	4
64	-4	2	-2	14
65	0	0	5	51
66	-3	-5	-2	2
67	-10	-1	-1	99*
68	-10	-2	1	-10
